tim23-1 inh – growth inhibitors of tim23-1 mutant yeast; AID 463212; S. cerevisiae tim23-1 growth, BacTiter-Glo luminescence, 24 h; inhibition, % at 20 µM; 330,000 tested, 1.3% active;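 active = growth inhibition of the mutant yeast at or above 50%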;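 also: temperature-sensitive mutant grown at 25 °C; plate controls were DMSO-treated mutant yeast for no effect and medium wells lacking yeast for full effect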
UPR XBP1 act – activators of adaptive arm of unfolded protein response (XBP1); activation, % at 20 µM; AID 463104; 330,000 tested, 0.33% active; CHO-XBP1 luciferase reporter, IRE1-XBP1 UPR activation, luminescence; percent of tunicamycin response, DMSO as zero;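 active = versus positive control, 20 µM dose yields 30% or more activation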;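 also: 100% = tunicamycin at 10 µg/mL and 0% = DMSO only wells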
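Material: CHO cell line with stable XBP1 luciferase reporter; buffer or medium: F12 medium containing 10% fetal bovine serum; compound: single point, 20 µM final compound, 1% DMSO; incubation: 6 h treatment, 37 °C; measured by: glow luminescence from Steady-Glo reagent; evaluation: activation, % of tunicamycin; control set: tunicamycin high, DMSO low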
APJ agonist – APJ receptor agonism | CHO-K1 APJ PathHunter beta-arrestin, luminescence; 0% DMSO wells, 100% apelin | 330,000 tested, 0.11% active | AID 2520 | P35414 | activation, % at 20 µM;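 active = activation more than six SD over the plate average, tested at 20 µM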;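 also: 0% = DMSO alone and 100% = apelin-13 at 10 nM; some results filed as inactive read as strong as hits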
Target sequence (P35414 whole entry, looked up): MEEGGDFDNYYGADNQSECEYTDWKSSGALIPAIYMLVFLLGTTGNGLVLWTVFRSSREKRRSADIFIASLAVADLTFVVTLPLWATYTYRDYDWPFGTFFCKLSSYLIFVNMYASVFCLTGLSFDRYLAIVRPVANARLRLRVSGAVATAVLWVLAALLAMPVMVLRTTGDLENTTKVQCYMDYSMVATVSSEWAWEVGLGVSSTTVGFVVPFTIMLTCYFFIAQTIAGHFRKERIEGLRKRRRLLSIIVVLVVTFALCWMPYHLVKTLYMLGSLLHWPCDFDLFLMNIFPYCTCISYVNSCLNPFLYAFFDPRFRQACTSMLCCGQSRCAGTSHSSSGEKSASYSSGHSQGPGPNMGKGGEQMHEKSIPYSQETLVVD
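Assay system: CHO-K1 APJ beta-arrestin complementation cell line / Compound: single test compound dose, 20 µM final, 1% DMSO / Times: overnight seeding, 90 min compound at 25 °C, 1 h detection / Technique: beta-gal luminescence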
APJ antagonist – APJ receptor antagonism; P35414; CHO-K1 APJ beta-arrestin complementation, luminescence; inhibition, % at 20 µM; 330,000 tested, 0.32% active; AID 2521;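 active = inhibition above about 40% at 20 µM, limit read from the data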;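 also: cells challenged with 10 nM apelin-13 agonist together with compound; plate controls were apelin-13 plus DMSO wells for no effect and DMSO wells lacking apelin-13 for full effect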
CHOP UPR activ – activators of apoptotic arm of unfolded protein response (CHOP). CHO-CHOP luciferase reporter, UPR activation, luminescence; percent of tunicamycin response over DMSO baseline. activation, % at 10 µM. 330,000 tested, 0.34% active. AID 449763;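 active = at 10 µM dose, activation of 40% or more, normalized to positive control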;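 also: 100% = tunicamycin at 10 µg/mL and 0% = DMSO alone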
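System: CHO CHOP reporter cells. Amount: 500 cells per well. Buffer or medium: F12 medium, 10% FBS. Compound dosing: one dose, 10 µM in 0.5% DMSO. Incubation: 6 h compound exposure at 37 °C after overnight seeding. Technique: Steady-Glo luciferase luminescence. Benchmarks: tunicamycin and DMSO controls.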
CXCR6 inh – inhibitors of human CXCR6 receptor; O00574; inhibition, % at 20 µM; 360,000 tested, 0.36% active; CHO-K1 PathHunter CXCR6 beta-arrestin, luminescence; in the data active = inhibition above about 34%, passing the limit was not always enough;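 also: antagonist mode with CXCL16 agonist at 10 nM final; 0% = 10 nM CXCL16 with DMSO and 100% = unstimulated wells without agonist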
Target sequence (O00574 whole entry, looked up): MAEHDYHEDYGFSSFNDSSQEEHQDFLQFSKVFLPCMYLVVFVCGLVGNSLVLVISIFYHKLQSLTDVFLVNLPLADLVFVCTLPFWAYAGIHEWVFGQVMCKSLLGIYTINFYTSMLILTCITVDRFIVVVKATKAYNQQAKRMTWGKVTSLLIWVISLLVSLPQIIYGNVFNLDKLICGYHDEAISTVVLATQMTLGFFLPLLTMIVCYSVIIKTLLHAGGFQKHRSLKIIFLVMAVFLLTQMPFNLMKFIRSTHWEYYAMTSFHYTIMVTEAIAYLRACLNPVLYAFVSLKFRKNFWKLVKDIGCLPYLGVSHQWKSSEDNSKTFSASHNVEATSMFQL
EBI2 block – EBI2 (human) antagonism; P32249; EBI2 beta-arrestin recruitment, luminescence, 7a,25-OHC stimulated; inhibition, % at 5 µM; 360,000 tested, 0.81% active; AID 651636; in the data active = inhibition above about 38%;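 also: enzyme fragment complementation signal reports receptor beta-arrestin coupling in cells; 0% = agonist plus DMSO wells and 100% = wells without agonist; some results beyond the cut were filed as inactive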
CCR6 antagonist – CCR6 (human) receptor antagonism | P51684 | CHO-K1 CCR6 PathHunter beta-arrestin, luminescence, CCL20-stimulated | inhibition, % at 20 µM | 340,000 tested, 0.49% active;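 active = compounds whose inhibition of the agonist-driven luminescence signal at 20 µM reaches about 50%, limit read from the data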;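 also: cells stimulated with CCL20 at 14 nM final; plate controls were DMSO with CCL20 for no effect and DMSO without agonist for full effect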
Target sequence (P51684 whole entry, looked up): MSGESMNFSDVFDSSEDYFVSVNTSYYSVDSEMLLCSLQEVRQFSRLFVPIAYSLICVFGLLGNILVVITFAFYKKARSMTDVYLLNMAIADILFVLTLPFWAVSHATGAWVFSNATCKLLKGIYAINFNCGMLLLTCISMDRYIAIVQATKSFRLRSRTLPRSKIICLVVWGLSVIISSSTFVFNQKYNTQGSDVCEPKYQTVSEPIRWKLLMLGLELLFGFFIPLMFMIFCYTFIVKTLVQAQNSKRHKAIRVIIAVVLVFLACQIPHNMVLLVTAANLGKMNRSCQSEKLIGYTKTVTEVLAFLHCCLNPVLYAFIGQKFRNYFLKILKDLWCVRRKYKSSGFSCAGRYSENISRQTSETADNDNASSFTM
Mdm2 MdmX PPI – human Mdm2/MdmX binding inhibition; inhibition, % at 8 µM; 330,000 tested, 3% active; SaOS-2 split-luciferase Mdm2/MdmX complementation, luminescence; O15151+Q00987;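 active = inhibition of at least 50% at 8 µM in the primary screen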
Numbers without * were called inactive. A portion of the library (hit frequency here may not be typical).

SMILES | tim23-1 inh | UPR XBP1 act | APJ agonist | APJ antagonist | CHOP UPR activ | CXCR6 inh | EBI2 block | CCR6 antagonist | Mdm2 MdmX PPI
O=Cc1cn[nH]c1-c1cccc([N+](=O)[O-])c1 | 15.2 | 3.2 | 1.0 | 2.9 | -1.6 | 0.3 | 0.0 | 5.0 | -13.1
Cc1nc2nc(-c3ccccc3)cn2nc1C | 11.7 | -6.7 | 1.6 | 3.5 | -4.2 | 4.9 | -9.9 | 12.2 | -18.6
Cc1ccc(-n2nc3c(=O)n(C(C)C(=O)NCc4ccco4)nc(C)c3c2C)cc1 (configuration not stated) | 10.6 | -2.2 | -6.6 | -12.3 | 2.0 | 4.2 | -8.1 | 22.4 | 20.5
COc1ccc(Cl)cc1NC(=O)CN(C)C(=O)CCNC(=O)c1ccccc1OC | 1.4 | -2.5 | -4.2 | -3.7 | -0.4 | 0.9 | 2.6 | 15.9 | -0.4
COCCNC(=O)c1cccc2c1C(=O)c1ccc(N3CCOCC3)cc1S2(=O)=O | 0.3 | 0.5 | -1.2 | -1.4 | -0.4 | -1.9 | 2.9 | 3.0 | -6.2
CC(C)N=C1SCC(C)(/C=N/O)S1 (configuration not stated) | 2.9 | -0.7 | -3.5 | 3.6 | 0.3 | 0.5 | -4.8 | -29.6 | -13.5
CC(Oc1ccc2c3c(c(=O)oc2c1)CCC3)C(=O)N[C@@H](Cc1ccccc1)C(=O)O (some centres not stated) | -7.4 | -2.8 | -3.6 | 0.4 | -1.5 | 1.4 | 0.7 | 3.6 | 15.9
CC1(C)CC(=O)c2sc(NS(C)(=O)=O)nc2C1 | 1.6 | 1.8 | -3.8 | -12.6 | 1.2 | 9.8 | -12.7 | 7.3 | 5.0
CC(=O)c1ccccc1NC(=O)c1ccc2c(c1)NC(=O)C(C)S2 (configuration not stated) | 15.1 | 7.0 | 3.3 | -67.1 | 3.3 | -1.5 | 12.2 | 9.6 | -37.4
O=C(Nc1ccccc1Cl)N1C2CCC1CC(O)(c1cccnc1)C2 (configuration not stated) | 0.0 | 3.0 | -3.9 | -7.4 | -1.7 | 0.5 | -3.1 | -8.8 | -36.8
COC(=O)c1ccccc1NC(=O)CCC(=O)N1CCSc2ccccc21 | 19.4 | -0.7 | -4.3 | 13.6 | 0.0 | -1.0 | -2.2 | 11.3 | 24.3
Cc1ccc(-c2nc(S(=O)(=O)c3ccc(C)cc3)c(N3CCOCC3)o2)cc1 | 15.8 | -0.3 | -3.5 | 2.1 | 0.5 | 6.5 | -4.0 | -1.4 | 3.6
C[C@@H](CN1C2=NC[C@H](Cc3ccccc3)N2C[C@H]1Cc1ccc(O)cc1)NC(=O)CCC1CCCCC1 | 7.4 | -1.5 | -9.6 | 20.1 | 0.0 | 29.6 | -10.1 | 28.6 | 46.5
COc1ccc(/C(N)=N/OC(=O)Cc2cccs2)cc1 | 17.6 | 6.2 | 0.5 | 4.4 | 6.8 | -5.3 | -6.1 | -4.2 | -119.4
COc1ccc(CCNC(=O)C2CCCN(S(=O)(=O)c3ccc(OC)cc3)C2)cc1 (configuration not stated) | 6.5 | 2.2 | 0.0 | 12.2 | -0.5 | 7.3 | 22.2 | 6.2 | 31.8
CCCOc1ccc(C(F)(F)F)cc1NC(=O)c1cc(C)on1 | -2.7 | -0.3 | -4.3 | -9.8 | -2.8 | -4.7 | -1.5 | 11.0 | 14.3
CN1C(=O)/C(=C/c2ccc(C(=O)Nc3ccc(O)cc3C(=O)O)cc2)SC1=S | 23.5 | -3.4 | -3.2 | 5.3 | -0.2 | 12.7 | -0.4 | 26.7 | 18.5
O=C1CC(c2ccccc2)Cc2nc(N3CCc4ccccc43)ncc21 (configuration not stated) | 6.7 | -1.7 | -5.1 | 9.2 | -1.0 | -5.8 | 23.1 | 6.5 | 6.0
CCCCOC(=O)C1C2C=C[C@]3(CN(C(C)c4ccc(OC)cc4)C(=O)[C@H]13)O2 (some centres not stated) | 11.1 | -3.2 | -0.1 | 17.7 | 0.3 | 3.7 | -9.4 | 3.1 | -40.1
CCC(=O)Nc1cccc(NC(=O)c2cccc([N+](=O)[O-])c2)c1 | -1.3 | 0.4 | -1.4 | -20.1 | 1.0 | 0.4 | -13.8 | -1.0 | -4.4
S=C(NCC1CCCO1)Nc1cc(Cl)c(Cl)cc1Cl (configuration not stated) | 30.2 | 4.8 | -3.7 | 8.0 | -1.5 | -7.3 | 0.9 | 22.3 | -8.8
COCCn1c(-c2ccc(F)cc2)nc2cccnc21 | -1.3 | -2.7 | -1.8 | 10.2 | 0.3 | 5.8 | -1.2 | 6.4 | 18.3
CNc1c([N+](=O)[O-])cnn1-c1ccccc1F | -3.3 | 0.2 | -1.0 | 6.0 | 3.0 | 4.0 | -9.0 | -0.5 | -23.2
OCC1OC(n2cnc3c(NCCc4ccccc4)ncnc32)C(O)C1O (configuration not stated) | -11.1 | -1.4 | -5.1 | -12.7 | 4.8 | -6.0 | -8.0 | -0.6 | 1.6
Cc1cccc(CS(=O)(=O)Cc2ccc(C(=O)NCc3cccs3)o2)c1 | 13.6 | -0.7 | -3.3 | 6.9 | -0.5 | -2.7 | 1.2 | 14.5 | 3.9
More entries.
SMILES | tim23-1 inh | UPR XBP1 act | APJ agonist | APJ antagonist | CHOP UPR activ | CXCR6 inh | EBI2 block | CCR6 antagonist | Mdm2 MdmX PPI
Cc1ccc(C(=O)N/C(=C/c2cccnc2)C(=O)NCc2ccco2)cc1 | -5.1 | -2.7 | 0.8 | 5.8 | 3.7 | -5.7 | -1.5 | -11.2 | -6.1
CCOC(=O)c1ccc(Nc2nc(N)c3cc(OC)c(OC)cc3n2)cc1 | 15.4 | 15.0 | 1.2 | -5.4 | 21.8 | -26.0 | -4.9 | 12.4 | 84.6*
Clc1ccc(OCc2nnc(SCc3nnc(-c4ccccc4)o3)o2)c(Cl)c1 | 38.1 | -2.9 | -3.9 | 12.1 | 1.6 | -5.1 | 3.6 | -10.4 | 18.0
Cc1ccc(S(=O)(=O)N(C)C)cc1NC(=O)COC(=O)CCC(=O)c1cccs1 | -10.1 | 0.0 | -0.3 | -0.4 | 1.8 | 5.6 | 1.3 | -19.0 | -3.5
Cc1nn(CC(=O)Nc2c(F)c(F)cc(F)c2F)c(=O)c2cccn12 | 15.6 | -0.1 | -3.1 | 13.4 | 0.8 | -3.7 | -7.5 | -2.1 | 26.4
Cc1cccc(CCNC(=O)CC2C(=O)NCCN2CC2CCCCC2)n1 (configuration not stated) | 23.6 | -1.7 | -3.4 | 0.5 | -0.9 | 5.8 | -3.0 | -6.1 | 12.3
O=C(Cc1cn(-c2ccccc2)nc1-c1ccccc1)N1CCCCC1 | 30.3 | -0.3 | -3.8 | 8.8 | -1.6 | -2.8 | 1.8 | 22.2 | 31.3
Cc1ccc(NC(=O)CCc2nnc3ccc(N4CCC5(CC4)OCCO5)nn23)cc1F | -2.4 | -4.4 | -4.5 | 11.2 | 3.1 | 2.4 | -8.4 | 12.2 | 4.3
O=C(CN1C(=O)c2cccc3cccc1c23)Nc1cccnc1 | 5.0 | -1.4 | 0.5 | -21.7 | -0.5 | 1.6 | -5.5 | 5.3 | 9.2
NS(=O)(=O)c1ccc(NC(=S)N2CCC(O)CC2)cc1 | 18.5 | -1.8 | -2.1 | -41.0 | 2.5 | -8.4 | -3.9 | 1.1 | 25.4
CCOC(=O)c1c(C)n(C)c2ccc(OC)c(NC(=O)CN3CCN(Cc4ccccc4)CC3)c12 | 18.1 | 1.0 | -4.0 | -0.8 | 1.8 | 3.9 | 0.5 | -2.7 | 5.4
CC(OC(=O)c1ccccc1NCCO)C(=O)NCC(=O)Nc1ccc(F)c(F)c1F (configuration not stated) | 9.2 | -4.4 | -2.6 | -3.0 | -2.1 | -0.6 | 6.7 | -7.4 | 0.0
COc1ccc2c(c1OC)C(=O)OC2Nc1ncccc1C (configuration not stated) | -13.3 | -1.9 | -1.1 | -3.9 | -1.7 | -9.4 | -1.8 | 19.4 | 12.6
O=C(/C=C/c1c(Cl)nc2ccccn12)N1CCCCC1 | 1.1 | 3.1 | -2.7 | 0.2 | 4.4 | -3.3 | -8.9 | 4.9 | 2.2
Cc1nnc(SCC(=O)N/N=C/c2cn(-c3ccccc3)nc2-c2ccc(F)cc2)n1-c1ccccc1 | 4.7 | 9.3 | 4.0 | -22.0 | 4.6 | -6.8 | 20.4 | -5.7 | 3.7
[N-]=[N+]=NC1CC(CO)OC1n1ccc(=O)[nH]c1=O (configuration not stated) | 2.3 | -0.9 | -0.5 | 2.1 | -0.6 | -0.6 | 6.1 | 15.8 | 11.2
NC1(C(=O)O)CC1 | 15.7 | -3.9 | 0.9 | 12.9 | 0.7 | -3.2 | 3.6 | 1.9 | 20.0
Cc1nc2c(c3c1[nH]c1ccccc13)C(O)CC(C)(C)C2 (configuration not stated) | -14.7 | 3.5 | -1.2 | 1.6 | 7.2 | -1.3 | -7.2 | 0.4 | 21.5
CCOC(=O)c1sc2nc(CSc3ccccc3)[nH]c(=O)c2c1C | 6.4 | -0.1 | -0.7 | 3.8 | -0.7 | -3.3 | 10.5 | 6.7 | 23.0
CCOc1ccc(CCNC(=O)CSc2n[nH]c(N)n2)cc1OCC | -4.0 | -3.4 | -3.2 | -0.5 | 2.1 | 14.4 | 10.6 | 6.1 | 11.4
CN(CC(=O)NCc1ccccc1)CC(=O)Nc1ccc(Cl)c(C(F)(F)F)c1 | 16.6 | -1.9 | -1.9 | 9.7 | -0.4 | -11.9 | -3.1 | -3.8 | -3.0
COc1ccc(CNCCc2ccc([N+](=O)[O-])cc2)c(OC)c1OC | -26.9 | -1.6 | -4.6 | -12.1 | 0.0 | -2.3 | 2.8 | 6.8 | 12.7
COc1ccc(NC(=O)CN(Cc2ccccc2)S(C)(=O)=O)c(OC)c1 | 4.0 | -1.3 | -4.4 | 11.0 | -0.7 | 2.3 | -5.0 | -3.4 | 21.5
CCCCSc1nnc(C)c(=O)[nH]1 | 1.7 | 0.6 | -6.4 | 0.7 | -0.9 | -1.6 | -4.5 | -1.5 | -0.6

An excerpt of these results, with two lines to a compound:
Sequence of screens: tim23-1 inh	UPR XBP1 act	APJ agonist	APJ antagonist	CHOP UPR activ	CXCR6 inh	EBI2 block	CCR6 antagonist	Mdm2 MdmX PPI
> Cc1nn(CC(=O)Nc2c(F)c(F)cc(F)c2F)c(=O)c2cccn12
→ 15.6	-0.1	-3.1	13.4	0.8	-3.7	-7.5	-2.1	26.4
> Cc1cccc(CCNC(=O)CC2C(=O)NCCN2CC2CCCCC2)n1 (configuration not stated)
→ 23.6	-1.7	-3.4	0.5	-0.9	5.8	-3.0	-6.1	12.3
> O=C(Cc1cn(-c2ccccc2)nc1-c1ccccc1)N1CCCCC1
→ 30.3	-0.3	-3.8	8.8	-1.6	-2.8	1.8	22.2	31.3

Screening results deposited in PubChem BioAssay by Sanford-Burnham Center for Chemical Genomics.
